Compound activity from PubChem BioAssay.
SUMO1 PPI mod: modulators of human SUMO1-mediated protein-protein interactions; actives 0.33% (n = 360,000); inhibition, % at 20 µM; SUMO1 binding to a labelled peptide, TR-FRET, 1 h; in the data active = inhibition above about 37%
Target sequence (P63165 whole entry, looked up): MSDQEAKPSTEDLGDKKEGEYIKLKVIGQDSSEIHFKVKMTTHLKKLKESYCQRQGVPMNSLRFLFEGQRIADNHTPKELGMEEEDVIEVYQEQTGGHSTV
Scp1 inh: inhibitors of human Scp-1 phosphatase. inhibition, % at 20 µM. actives 0.88% (n = 340,000). Recombinant Scp1, phosphopeptide, malachite green phosphate absorbance;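 active = inhibition above about 50% at 20 µM, limit read from the data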;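 note: plate controls were DMSO wells with enzyme for no effect and wells lacking enzyme for full effect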
Target sequence (Q9GZU7 76-261 limits assumed): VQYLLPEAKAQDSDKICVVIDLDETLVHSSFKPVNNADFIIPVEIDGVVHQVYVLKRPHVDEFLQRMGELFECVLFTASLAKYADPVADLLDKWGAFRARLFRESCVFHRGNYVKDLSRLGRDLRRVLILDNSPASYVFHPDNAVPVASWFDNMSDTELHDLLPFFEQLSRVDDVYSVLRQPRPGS
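assay system = SCP-1 phosphatase catalytic domain, residues 76-261 | buffer or medium = 50 mM Tris acetate pH 5.5, 0.005% Tween-20, 10 mM MgCl2 | incubation = enzyme reaction 45 min at room temperature, colour 5 min, stabilisation 30 min | signal = Phosphate-binding colour reagent, absorbance read at 630 nm | measure = % inhibition at 20 µM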
DNMT1 block: blocks human DNA methyltransferase DNMT1 | P26358 | DNMT1 molecular beacon, Hinp1I cleavage, fluorescence | inhibition (reported as % activation of signal), % at 10 µM | actives 0.83% (n = 360,000) | AID 588458; in the data active = inhibition above about 50%
CendR NRP1 mod: NRP-1/CendR interaction modulation | O14786 | FAM-RPARPAR peptide binding to NRP-1, fluorescence polarization | inhibition, % at 25 µM | actives 0.85% (n = 360,000) | AID 602438;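 active = inhibition or corrected inhibition above about 18%, plus a signal ratio from 0.5 to 1.5, limit read from the data, passing the limit was not always enough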; note: strong numbers were not always called active
SKN-1 inh: C. elegans SKN-1 inhibition; actives 0.49% (n = 360,000); C. elegans VP596 Pgst-4::GFP/RFP ratio, acrylamide-induced, 24 h; inhibition, % at 21.8 µM;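 active = interference check ratio from 0.5 to 1.5 plus GFP to RFP signal ratio inhibition reaching or exceeding a fixed threshold, cut at about 30% in these data, passing the limit was not always enough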; note: some compounds called inactive have numbers as strong as hits
Rpn11 block: Rpn11 (human) deubiquitinase inhibition; AID 588493; human 26S proteasome, Ub4-pepOG fluorescence polarization; 20S core pre-blocked with epoxomicin; actives 0.59% (n = 360,000); calls only at 20 µM;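 active = inhibition at 20 µM, scaled to each plate's controls, above about 33%, limit read from the data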
LMPTP inh: LMPTP (human) inhibition. inhibition, % at 20 µM. P24666. recombinant LMPTP-A, OMFP fluorogenic substrate, fluorescence intensity. actives 0.22% (n = 360,000);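 active = compounds that cut the enzyme signal by at least half of the control window in the single-dose screen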;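 note: plate controls were DMSO wells with enzyme plus substrate for no effect and substrate without enzyme for full effect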
Target sequence (P24666 whole entry, looked up): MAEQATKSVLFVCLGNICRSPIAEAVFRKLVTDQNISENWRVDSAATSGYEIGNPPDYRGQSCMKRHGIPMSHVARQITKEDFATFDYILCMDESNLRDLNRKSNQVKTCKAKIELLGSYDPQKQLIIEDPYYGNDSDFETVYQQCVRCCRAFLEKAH
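Test system: LMPTP-A phosphatase enzyme; input: 0.625 nM LMPTP-A final; reagent: OMFP substrate, 400 µM final; compound dosing: 20 µM single dose, 3% DMSO; incubation: 50 min dark incubation at room temperature; measured by: endpoint fluorescence intensity from OMFP dephosphorylation; measure: % inhibition relative to no-enzyme and uninhibited control wells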
NadD inh: NadD (S. aureus) enzyme inhibition; purified NadD enzyme, colorimetric absorbance read-out; inhibition, % at 20 µM; actives 0.78% (n = 360,000); AID 602399; in the data active = inhibition above about 26%; note: some compounds past the cut are filed as inactive
MT1-MMP act inh: inhibitors of human MT1-MMP activation; GFP/RFP ratio change, % at 20 µM; AID 651647; P50281; HT1080 RFP-PRO-GFP cells, GFP/RFP ratio fluorescence, overnight; percent of plate control window, DMSO zero; actives 0.061% (n = 360,000);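 active = GFP/RFP ratio change of at least 30% with cell ATP level not reduced by more than half and red fluorescence within 50% of control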; note: strong numbers were not always called active
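Test system: HT1080 RFP-PRO-GFP cells; Benchmarks: DMSO and RFP-L50D-GFP cell wells; Timing: cells overnight before dosing, compound overnight, 37 °C, 5% CO2; Compound: one 20 µM compound dose with 1% DMSO; Read-out: GFP/RFP fluorescence ratio.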
STEP inh: inhibitors of human striatal-enriched phosphatase STEP; inhibition, % at 20 µM; recombinant STEP, OMFP fluorogenic substrate, fluorescence; actives 0.25% (n = 360,000); AID 588621;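 active = inhibition at 20 µM, scaled per plate between control wells, above about 37%, limit read from the data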;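 note: 0% = DMSO with enzyme and substrate and 100% = substrate only without enzyme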
Target sequence (P54829 whole entry, looked up): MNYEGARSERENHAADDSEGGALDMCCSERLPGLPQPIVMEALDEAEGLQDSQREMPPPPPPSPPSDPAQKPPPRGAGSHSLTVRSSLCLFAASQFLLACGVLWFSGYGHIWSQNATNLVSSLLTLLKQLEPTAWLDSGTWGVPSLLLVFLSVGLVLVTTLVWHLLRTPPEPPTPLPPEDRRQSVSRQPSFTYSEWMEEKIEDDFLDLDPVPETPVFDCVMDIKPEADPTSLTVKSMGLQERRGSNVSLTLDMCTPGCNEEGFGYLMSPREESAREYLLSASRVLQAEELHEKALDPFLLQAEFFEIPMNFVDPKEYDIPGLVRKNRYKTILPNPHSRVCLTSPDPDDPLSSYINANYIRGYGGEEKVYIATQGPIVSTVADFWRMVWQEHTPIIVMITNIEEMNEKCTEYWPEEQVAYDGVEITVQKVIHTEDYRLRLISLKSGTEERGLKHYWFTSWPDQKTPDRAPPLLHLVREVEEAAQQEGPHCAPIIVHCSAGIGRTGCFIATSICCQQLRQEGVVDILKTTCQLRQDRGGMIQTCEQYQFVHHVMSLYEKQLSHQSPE
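Assay system: isolated STEP enzyme. Buffer or medium: pH 6.0 Bis-Tris with DTT and Tween 20. Also added: fluorogenic phosphatase substrate OMFP at 25 µM final. Dosing: 20 µM, 1% DMSO. Timing: 20 min reaction, room temperature, in the dark. Measured by: fluorescence intensity, excitation 480 nm, emission 540 nm. Evaluation: normalized % inhibition.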
* marks the source's active call; other numbers are inactive results; i = inactive; · = not tested or not shown; + = active, no number.

SMILES	SUMO1 PPI mod	Scp1 inh	DNMT1 block	CendR NRP1 mod	SKN-1 inh	Rpn11 block	LMPTP inh	NadD inh	MT1-MMP act inh	STEP inh
O=C(NC(=S)NC1CCCC1)c1ccccc1Br	0	-5	-6	4	6	i	-1.1	2	-1	6
CN(C)C(=O)c1c2c(nc3ccccc13)-c1ccccc1CC2	-5	8	3	-2	3	i	-0.3	1	1	3
CCCN(CCC)c1nc(Cl)nc(NCCN2CCOCC2)n1	6	-3	-1	0	-1	i	1.3	-3	9	-4
C=CCn1c(COc2ccc(F)cc2)nnc1SCC(=O)NC1CCCC1	-2	-6	-2	-4	0	i	-0.2	-7	-1	0
O=C(CN1CCOCC1)Nc1ccccc1Cl	2	-11	3	3	4	i	-0.4	-3	1	-7
O=[N+]([O-])c1ccc(/C=N/n2c(-c3cccnc3)n[nH]c2=S)cc1	-20	60*	4	0	13	i	43	-4	3	56*
Cc1ccc2nc(C3CCN(CC(=O)N4CCCCCC4)CC3)[nH]c2c1	-4	-5	-4	-2	-10	i	-0.3	-3	-3	5
CN(CCc1cnn(C)c1)C(=O)C1CCC(=O)N(CC2CCCCC2)C1 (stereo not drawn)	2	1	2	10	-3	i	-1.7	-2	-1	-2
CN(c1ccccc1)S(=O)(=O)c1ccc(C(=O)OCC(=O)NCc2ccco2)cc1	1	-4	-5	-4	44	i	2.2	-8	-1	6
CCOc1cc(N2CCOCC2)c(OCC)cc1NC(=O)C(NC(=O)c1ccco1)C(C)C (stereo not drawn)	3	1	1	-11	-6	i	-1.4	-4	3	-3
Cc1ccccc1-n1nc(C(=O)O)c(C)c(C#N)c1=O	-14	-5	-1	-10	-9	i	-2.2	1	4	-2
CCOc1ccc(C(C(=O)NCC2CCCO2)N(Cc2cccnc2)C(=O)c2snc(C(N)=O)c2N)cc1 (stereo not drawn)	-14	0	3	-3	4	i	-0.6	-3	-3	0
CCOc1cc(/C=C2/C(=N)N3C(=NC2=O)SN=C3S(=O)(=O)CC)ccc1OC(=O)c1ccco1	-8	-2	6	-192	-4	+	0.0	6	-38	-2
N#CCC(=O)Nn1c(=S)[nH]c2ccccc2c1=O	-1	-5	1	0	-3	i	-1.2	-3	0	2
NC1=NC(=O)C2(COC(c3ccncc3)OC2)S1 (stereo not drawn)	3	13	-1	-4	6	i	-0.2	0	0	2
OC1(c2ccccc2F)CCN(Cc2nnc(-c3ccccc3)o2)CC1	3	-7	0	-4	0	i	-1.4	2	0	-1
CCCn1nc(C(=O)OCC(=O)c2ccc3c(c2)NC(=O)CO3)c2ccccc2c1=O	-3	-12	-3	-7	9	i	7.5	-1	-1	0
Cc1ccc2c(Cl)c(C)c(N3CCCC3)nc2n1	1	-4	5	7	8	i	-0.1	1	-1	-2
Cc1cccc(C(=O)Nc2nccs2)c1[N+](=O)[O-]	0	-2	4	-3	-11	i	-1.3	2	0	0
CC(NC(=O)C1CC1)c1ccc(-c2ccccc2)cc1 (stereo not drawn)	-2	-5	-1	6	5	i	1.1	1	8	0
Cc1cccc(Cn2c(-c3ccc[nH]c3=O)nc3ccccc32)c1	5	2	0	-15	-1	i	-2.1	-3	5	-1
COC(=O)CNc1cccc(C(F)(F)F)c1	-1	-3	0	-14	3	i	-1.4	-4	-2	-3
Cc1nnc(SCC(=O)Nc2nccs2)s1	5	0	15	-20	-5	i	0.2	-7	0	-1
NCC(c1ccc(Cl)cc1Cl)c1c[nH]c2ccccc12 (stereo not drawn)	-11	6	-21	-3	4	i	-0.5	-1	-4	0
COc1ccc(CCN(C)C2CCCN(S(=O)(=O)c3ccccc3F)C2)cc1OC (stereo not drawn)	6	-2	-3	1	-4	i	-0.5	-1	-2	-1

Entries of single compounds as entered above:
Record of CC(NC(=O)C1CC1)c1ccc(-c2ccccc2)cc1 (stereo not drawn) → SUMO1 PPI mod: -2; Scp1 inh: -5; DNMT1 block: -1; CendR NRP1 mod: 6; SKN-1 inh: 5; Rpn11 block: i; LMPTP inh: 1.1; NadD inh: 1; MT1-MMP act inh: 8; STEP inh: 0
Record of CCCn1nc(C(=O)OCC(=O)c2ccc3c(c2)NC(=O)CO3)c2ccccc2c1=O → SUMO1 PPI mod: -3; Scp1 inh: -12; DNMT1 block: -3; CendR NRP1 mod: -7; SKN-1 inh: 9; Rpn11 block: i; LMPTP inh: 7.5; NadD inh: -1; MT1-MMP act inh: -1; STEP inh: 0

Later entries
SMILES	SUMO1 PPI mod	Scp1 inh	DNMT1 block	CendR NRP1 mod	SKN-1 inh	Rpn11 block	LMPTP inh	NadD inh	MT1-MMP act inh	STEP inh
Cc1cc(C)cc(-n2nnnc2SCC(=O)Nc2nc(-c3ccc(F)cc3)cs2)c1	-1	-5	11	3	-7	i	0.3	17	0	4
CCN=C1SC(C(N)=O)CC(=O)N1CC (stereo not drawn)	1	-8	4	8	-12	i	-0.3	-6	1	2
O=C(NCCN1CCC(n2c(=O)[nH]c3ccccc32)CC1)c1ccc(F)c(C(F)(F)F)c1	5	·	·	12	5	·	3.3	-10	6	·
COc1ccc(N(C(=O)c2ccc(Br)o2)C2C=CS(=O)(=O)C2)cc1 (stereo not drawn)	-1	-10	2	6	3	i	-0.4	-1	4	-1
COc1ccccc1C(=O)NC(=S)/C=C1/N(C)c2ccccc2C1(C)C	-26	16	-2	-45	75	i	2.9	7	55*	2
CC(=O)Nc1ccc(S(=O)(=O)Nc2ccc(N3CCOCC3)cc2)cc1	0	-4	-1	22	1	i	-3.7	4	2	-2
COc1ncc(-c2ccc3c(c2)S(=O)(=O)c2cccc(C(=O)O)c2C3=O)cn1	-21	6	1	2	4	i	-0.3	-3	-3	3
COc1ccc(NC(=O)CSc2nnc3ccc(-c4cccnc4)nn23)c(OC)c1	-14	-8	1	-6	15	i	0.3	-1	0	0
Cc1nn(-c2ccccn2)c(N)c1N=O	-28	1	-1	5	4	i	-0.2	-1	5	-3
CCOC(=O)/C(C#N)=C/c1c(N2CCN(Cc3ccc4c(c3)OCO4)CC2)nc2c(C)cccn2c1=O	-7	-6	-1	-23	4	i	9.1	13	-1	3
CCCC1OC(c2cc3c(cc2Cl)OCO3)OCC1CC (stereo not drawn)	-1	-1	8	0	-5	i	2.6	2	0	2
CN1CCN(C(=O)c2cccc(-c3cc(O)c4ncccc4c3)c2)CC1	-21	0	11	-6	-6	i	5.9	0	-6	0
OCCC1CN(Cc2ccccc2-c2ccco2)CCN1Cc1ccccc1 (stereo not drawn)	0	-1	-2	7	-2	i	-1.0	0	·	0
N#CC1=C(SCC(=O)Nc2nccs2)NC(=O)CC1c1ccccc1 (stereo not drawn)	-3	-11	-2	-15	4	i	-0.1	5	-4	-1
CCN(CC)c1ccc(NC(=O)CSc2nc3ccccc3c(=O)[nH]2)cc1	1	-1	2	0	-12	i	-1.3	4	3	12
O=C(NCC(c1cccs1)N1CCOCC1)C1CCN(S(=O)(=O)c2cccc(C(F)(F)F)c2)CC1 (stereo not drawn)	3	0	0	1	8	i	0.0	3	2	3
CCCN(C1CCS(=O)(=O)C1)S(=O)(=O)c1cc(OC)ccc1OC (stereo not drawn)	2	5	5	-1	-4	i	0.4	-3	-1	3
Cc1ccc(NCc2ccccc2O)c(C)c1	-2	-4	-2	7	1	i	2.5	-9	-3	-3
CCOC(=O)CCN(c1ccccc1)S(=O)(=O)c1ccc(-c2ccc(=O)[nH]n2)s1	-24	-5	-1	-3	1	i	-0.5	1	2	0
O=C1SC(SCc2ccccc2)=N/C1=C\c1ccco1	-7	19	15	-9	14	i	4.8	15	-3	3
CCN(CC(=O)NCc1ccc(Cl)cc1)C(=O)c1oc2ccccc2c1C	5	-8	0	16	8	i	-0.2	-4	1	1
COc1ccc(CCNC(=O)c2cc(S(=O)(=O)N(C)c3ccccc3)ccc2Cl)cc1	-3	-10	-3	-7	8	i	2.7	-6	6	-1
CCCCc1ccc(NC(=O)Nc2cc(C)nn2C)cc1	-1	-6	5	7	3	i	-0.5	-3	-3	0
COc1cc2c(C)nc(C)c(C#N)c2cc1OC	-6	-5	-5	-3	-13	i	-0.8	-3	-6	4
Cc1nc(-c2ccc(F)cc2)c(CC(=O)N(C)CC(=O)Nc2cccc(F)c2)s1	-19	·	-4	0	12	i	-10.0	6	1	-2

The list continues.
SMILES	SUMO1 PPI mod	Scp1 inh	DNMT1 block	CendR NRP1 mod	SKN-1 inh	Rpn11 block	LMPTP inh	NadD inh	MT1-MMP act inh	STEP inh
CCc1ccc(C(=O)Nc2cc(S(=O)(=O)N3CCOCC3)ccc2N2CCOCC2)cc1	-4	-12	-2	12	10	i	1.0	4	-2	-3
Cc1ccc(C)c(NC(=O)c2cc(S(=O)(=O)N3CCCCC3)c[nH]2)c1	7	-7	6	-9	-23	i	0.0	-4	2	1
COc1ccc(C(=O)OCC(=O)Nc2cc(S(=O)(=O)N3CCOCC3)ccc2N2CCCC2)cc1	1	-6	1	14	0	i	0.3	1	-3	2
CCCC(=O)N(Cc1cc(=O)[nH]c2ccccc12)c1ccc(C)cc1	8	-6	-2	7	10	i	1.1	2	-11	1
COc1ccc(Cl)cc1S(=O)(=O)N1CCCC(C(=O)NCc2ccccn2)C1 (stereo not drawn)	-3	-1	1	-7	-4	i	-1.5	-6	1	0
Cn1c(N)c(C(=O)CSc2nc3ccccc3c(=O)n2CCCN2CCOCC2)c(=O)n(C)c1=O	2	-5	-3	-3	-2	i	-0.4	4	-2	2
CC(Sc1nnnn1-c1ccccc1)C(=O)Nc1ccc(N2CCN(C)CC2)cc1 (stereo not drawn)	-27	-10	-5	14	-5	i	2.2	-11	-3	-3
Cc1nc(-c2cccc(C(F)(F)F)c2)sc1C(=O)O	-1	-9	1	10	-5	i	-0.9	-5	-4	0
CN1CCN(CCCCOc2ccccc2C=O)CC1	-5	-8	-1	-10	-10	i	-6.6	-12	5	-1
O=C(c1cccc(NS(=O)(=O)c2ccccc2)c1)N1CCCC1	5	4	0	5	-8	i	-2.2	-2	-1	1
Cc1nc2ccc(NC(=O)c3ccc([N+](=O)[O-])cc3[N+](=O)[O-])cc2s1	-29	-6	1	14	9	i	-0.7	2	2	-1
Cc1ccc(SCCN2CCC(C(C)(C)C)CCC2=O)cc1 (stereo not drawn)	12	-2	1	17	-14	i	0.5	3	4	0
COc1ccc(Nc2c3c(nc4ccccc24)CCC3)cc1	0	7	1	9	-5	i	43	-4	-8	-2
COc1ccc(CCC(C)NC2CCCCCCC2)cc1 (stereo not drawn)	4	-2	1	3	-20	i	-2.0	-9	-1	-4
COC(=O)c1ccc(C)c(NC(=O)CCNC(=O)c2ccc([N+](=O)[O-])cc2)c1	-21	-7	4	-19	6	i	-1.3	-1	3	-6

Not a hit list; 3.9% or so of the library scored in one or more.
